KCNQ1 pot: potentiators or activators of human KCNQ1 potassium channel | P51787 | CHO-K1 KCNQ1, thallium flux FluxOR fluorescence; active compounds read high | B-score at 10 µM | hit rate 0.35% among 310,000 | AID 2648;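 active = fluorescence ratio B-score, a plate-corrected score, at least three library SD, with initial intensity B-score within 5 SD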
Target sequence (P51787 whole entry, looked up): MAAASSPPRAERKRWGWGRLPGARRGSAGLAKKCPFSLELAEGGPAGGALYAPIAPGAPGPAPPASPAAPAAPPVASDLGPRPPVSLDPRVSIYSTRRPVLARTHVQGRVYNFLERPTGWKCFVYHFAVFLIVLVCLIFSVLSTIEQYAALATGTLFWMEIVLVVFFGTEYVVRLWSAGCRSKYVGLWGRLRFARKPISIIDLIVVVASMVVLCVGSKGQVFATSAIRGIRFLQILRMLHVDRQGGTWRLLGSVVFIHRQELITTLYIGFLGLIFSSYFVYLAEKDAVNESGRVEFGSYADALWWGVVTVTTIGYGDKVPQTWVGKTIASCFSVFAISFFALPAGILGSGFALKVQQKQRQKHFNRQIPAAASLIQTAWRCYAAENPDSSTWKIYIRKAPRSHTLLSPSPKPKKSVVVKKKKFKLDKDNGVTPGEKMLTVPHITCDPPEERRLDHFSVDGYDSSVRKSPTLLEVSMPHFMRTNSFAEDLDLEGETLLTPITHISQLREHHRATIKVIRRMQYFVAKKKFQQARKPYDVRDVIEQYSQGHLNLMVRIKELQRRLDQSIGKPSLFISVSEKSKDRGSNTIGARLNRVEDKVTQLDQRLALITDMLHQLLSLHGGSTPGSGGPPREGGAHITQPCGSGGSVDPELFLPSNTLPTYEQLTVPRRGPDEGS
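System: Stable KCNQ1 CHO-K1 line | Incubation: 90 min dye loading and 20 min compound exposure, both at room temperature | Measure: Ratio B score | Medium: Assay buffer for compound exposure, DMSO matched across wells | Compound dosing: Single-concentration screen | Probe or stimulus: K+/Tl+ depolarizing stimulus | Measured by: Kinetic FluxOR fluorescence, 10 s baseline plus 110 s post-stimulus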
KCNK3 block: human KCNK3 channel inhibition, primary screen | CHO-KCNK3 thallium flux, FluxOR fluorescence; active compounds read low | B-score at 10 µM | hit rate 0.84% among 340,000 | AID 602410;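 active = B-score under library mean minus 4 SD, starting fluorescence ratio at most library mean plus 5 SD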;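 also: more negative B-score means stronger inhibition of thallium flux through KCNK3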
Target sequence (O14649 whole entry, looked up): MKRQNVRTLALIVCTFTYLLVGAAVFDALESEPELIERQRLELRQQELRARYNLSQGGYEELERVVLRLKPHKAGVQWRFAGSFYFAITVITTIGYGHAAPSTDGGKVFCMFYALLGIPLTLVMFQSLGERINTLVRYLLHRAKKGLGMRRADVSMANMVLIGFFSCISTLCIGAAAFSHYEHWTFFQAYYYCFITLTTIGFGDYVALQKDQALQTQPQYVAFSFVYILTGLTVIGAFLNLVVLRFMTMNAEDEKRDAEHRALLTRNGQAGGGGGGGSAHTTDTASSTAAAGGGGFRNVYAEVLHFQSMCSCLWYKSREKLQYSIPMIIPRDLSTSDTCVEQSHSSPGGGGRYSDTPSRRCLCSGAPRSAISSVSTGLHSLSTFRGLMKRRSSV
TRPC4 agonist: TRPC4 (mouse) channel activation; Q9QUQ5; HEK293 TRPC4beta/mu-opioid, Fluo4 calcium fluorescence; active compounds read high; B-score at 10 µM; hit rate 0.49% among 310,000;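 active = B-score above 5 SD of library B-scores, and initial fluorescence ratio not above library mean plus 5 SD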;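 also: positive B-score marks a calcium rise read as TRPC4 activation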
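Assay system: HEK293 cells stably co-expressing mouse TRPC4beta and mu-opioid receptor / Timing: Fluo4 dye loading 45 min at room temperature, 110 s recording / Signal: Fluo4 calcium-sensitive dye fluorescence, kinetic, 1 Hz baseline / Read-out: integrated baseline-normalised fluorescence ratio, converted to per-well B score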
TRPC4 potent: allosteric potentiators of mouse TRPC4 channel; hit rate 0.42% among 310,000; Q9QUQ5; B-score at 10 µM; HEK293 TRPC4beta/mu-opioid, DAMGO EC20, Fluo-4 Ca2+ flux; active compounds read high; AID 2227;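 active = B-score of calcium response area above 5 SD of library B-scores, with initial fluorescence ratio within 5 SD of library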;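 also: B-score of integrated fluorescence ratio over time as area under calcium response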
KCNQ1 block: blocks the human KCNQ1 potassium channel; CHO-K1 KCNQ1, FluxOR thallium flux fluorescence; active compounds read high; B-score at 10 µM; hit rate 1.3% among 310,000; AID 2642;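 active = compounds whose thallium flux B-score, printed positive for inhibition, exceeds three library SD while starting fluorescence stays within three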;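 also: channel opened by potassium depolarization with thallium stimulus after 20 min compound exposure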
TRPC4 block: TRPC4 (mouse) channel inhibition | hit rate 0.39% among 300,000 | AID 2247 | HEK293 TRPC4beta/mu-opioid, DAMGO-evoked Fluo4 calcium flux; active compounds read low | Q9QUQ5 | B-score at 10 µM;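 active = B-score over 3 SD under the library average, no early fluorescence shift, positive overall ratio signal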
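Assay system: Stable TRPC4beta/mu-opioid receptor HEK293 cells | Reagent: DAMGO in two steps, submaximal then maximal | Compound dosing: Single concentration per test compound | Signal: Fluo4 Ca2+ flux fluorescence | Evaluation: Per-well B score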
hERG protect: hERG (human) protection from proarrhythmic block; AID 1511; activation (rescue from dofetilide block), less the hit threshold, % at 10 µM; hit rate 0.51% among 310,000; Q12809; CHO-hERG, FluxOR thallium flux, dofetilide IC70 present;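 active = activation above the mean of controls blocked by dofetilide plus 5 SD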;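 also: thallium influx through hERG after potassium depolarization seen as dye fluorescence rise; in these data hits start at about 4.7%; inactives centre near -7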
PolyA inh: yeast polyadenylation inhibition; S. cerevisiae SKY197-pL101 polyadenylation reporter, beta-gal luminescence; efflux-impaired pdr1/pdr3 knockout yeast; score 100 = 6 SD above DMSO; calls only at 12 µM; hit rate 0.02% among 300,000;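 active = lowest replicate activity score at least 50, where 100 means six control SD above control mean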;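 also: yeast exposed to compound for 9 h at 30 °C; higher score means more reporter readthrough which indicates perturbed polyadenylation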
DYRK1A inh: Dyrk1A (rat) kinase inhibition | Q63470 | ADP-Glo luminescence, NFATc1 peptide | inhibition, % at 12.5 µM | hit rate 0.43% among 310,000; in the data active = inhibition above about 50%;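 also: plate controls were vehicle with enzyme for no effect and no enzyme for full effect; many of its hits are not listed in these tables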
Platelet DG rel: modulates dense granule release in human platelets. hit rate 0.22% among 300,000. human platelet-rich plasma, SFLLRN dense granule ATP release, luminescence. inhibition, %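 (compounds screened at 7.5 µM in platelet-rich plasma)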. AID 1663;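 active = mean replicate score, as percent of positive control, at or above 50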
KCNK9 inh: blocks the human KCNK9 two-pore domain potassium channel; HEK293 KCNK9, FluxOR thallium flux fluorescence; active compounds read low; B-score at 10 µM; hit rate 1.2% among 310,000; AID 488922;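 active = ratio B-score over 3 SD below the library mean, with starting fluorescence within 5 SD of its mean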;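 also: negative B-score means less thallium flux so channel inhibition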
* hit, by the source's call; i = inactive; / = not tested or not shown.

SMILES | KCNQ1 pot | KCNK3 block | TRPC4 agonist | TRPC4 potent | KCNQ1 block | TRPC4 block | hERG protect | PolyA inh | DYRK1A inh | Platelet DG rel | KCNK9 inh
CCN(c1cccc(C)c1)S(=O)(=O)c1cccc2nsnc12 | i | i | i | i | i | i | -15.6 | i | 3.5 | 0.2 | i
Cc1ccccc1Nc1nc(N)nc(CN2CCN(Cc3ccc4c(c3)OCO4)CC2)n1 | i | i | i | i | i | i | -7.0 | i | / | 1.2 | i
O=c1nc(Nc2ccccc2)sc2ccc([N+](=O)[O-])cc12 | i | i | i | i | i | i | -6.2 | i | -3.8 | 22.1 | i
O=C(COC(=O)c1ccc2c(c1)S(=O)(=O)N=C1CCCCCN12)NCc1cccs1 | i | i | i | i | i | i | -7.9 | i | 1.3 | -4.0 | i
Cc1ccc(C(=O)N2CCC(C(=O)NC3CCCCCC3)CC2)cc1 | i | i | i | i | i | i | -13.2 | i | -3.1 | -30.1 | i
O=C(CNC(=O)C1CCCCC1)Nc1cc(Cl)ccc1Cl | i | i | i | i | i | i | -11.0 | i | -2.9 | 12.0 | i
Cc1ccc(Sc2ncccc2C(=O)N(C)Cc2cccs2)c(C)c1 | i | i | i | i | i | i | -11.9 | i | 3.1 | 4.9 | i
CCOc1ccc(/C=C/C(=O)c2ccccc2)cc1 | i | i | i | i | i | i | -3.5 | i | 3.0 | 7.1 | i
O=C(COc1cccc2cccnc12)Nc1ccccc1 | i | i | i | i | i | i | -12.4 | i | -6.5 | 11.4 | i
Nc1c(S(=O)(=O)c2ccccc2)c2nc3ccccc3nc2n1C1CC1 | i | i | i | i | i | i | -15.0 | i | 1.5 | 1.9 | i
COc1cc(Cl)c(C)cc1NC(=O)CSc1nnc(-c2ccco2)n1CC(C)C | i | i | i | i | i | i | -15.5 | i | 0.0 | 0.9 | -10*
CC(=O)N/C(=C\c1ccccc1)C(=O)OCC(=O)c1ccc(F)cc1 | i | i | i | i | i | i | -11.7 | i | 3.4 | -4.1 | i
O=C(/C=C1\NC2(CCCC2)Cc2ccccc21)N1CCOCC1 | i | i | i | i | i | i | -5.6 | i | -0.7 | 0.4 | i
Cc1ccc(-c2nnc(SCC(=O)OC(C)C)n2N)cc1 | i | i | i | i | i | i | -10.1 | i | 4.9 | -1.5 | i
CN(Cc1ccccc1)CC1CCCN(CCc2ccccc2F)C1 (configuration not stated) | i | i | i | i | i | i | -1.3 | i | -2.3 | 0.7 | i
CCOc1ccc(-n2ccn(CC(=O)NCCc3ccccc3)c(=O)c2=O)cc1 | i | i | i | i | i | i | -3.0 | i | 10.5 | 4.1 | i
CC(=O)Nc1sc(C)c(C)c1C(=O)OCC(=O)N(CC(C)C)c1c(N)n(Cc2ccccc2)c(=O)[nH]c1=O | i | i | i | i | i | i | -13.7 | i | 5.9 | 4.6 | i
CCOc1ccc(CN2CCN(Cc3cc4ccccc4o3)CC2CCO)cc1 (configuration not stated) | i | i | i | i | i | i | -8.9 | i | -7.2 | -4.8 | i
O=C(Nc1c(-c2ccccc2)nc2ccccn12)c1ccccc1 | i | i | i | i | i | i | -3.8 | i | 4.2 | -8.1 | i
COc1ccc2[nH]cc(C(=O)CN3CCCC(C)C3)c2c1 (configuration not stated) | i | i | i | i | i | / | 1.0 | i | 8.1 | -1.4 | i
CC(C)[C@H](NS(=O)(=O)c1ccccc1)C(=O)OCC(=O)NC(=O)c1cccn1C | i | i | i | i | i | i | -11.1 | / | -5.0 | 23.7 | i
Cc1coc2cc3oc(=O)ccc3cc12 | i | i | i | i | i | i | -0.3 | i | 15.7 | 2.6 | i
CCC1CCCCN1C(=S)NC(=O)c1ccc([N+](=O)[O-])cc1 (configuration not stated) | 18* | i | i | i | i | i | 16.3* | i | -2.5 | -0.6 | i
CCN(CC(=O)NCc1cccs1)C(=O)c1ccccc1F | i | i | i | i | i | i | -2.6 | i | / | 3.8 | i
O=C(OC(C(=O)c1c[nH]c2ccccc12)c1ccccc1)c1cnccn1 (configuration not stated) | i | i | i | i | i | i | -13.0 | i | 5.5 | 13.2 | i
O=C(CC(=O)c1ccccc1)Nc1ccccc1 | i | i | i | i | i | i | -13.8 | i | 1.1 | -0.9 | i
Cn1cccc1C(=O)NC(=O)COC(=O)C12CC3CC(CC(O)(C3)C1)C2 | i | i | i | i | i | i | -2.8 | i | 21.2 | 47.7 | i
O=C(NC(=S)NCc1ccccc1)c1cccnc1 | i | i | i | i | i | i | -7.9 | i | -4.3 | 4.3 | i
CC(=O)NCCC(=O)Nc1sc2c(c1-c1nc3ccccc3[nH]1)CCCC2 | i | i | i | i | i | i | -14.0 | i | 2.6 | 1.8 | i
Cc1ccc2c(Cl)c(C(=O)NCC(c3ccco3)N3CCCC3)sc2c1 (configuration not stated) | i | i | i | i | i | i | -11.2 | i | 1.6 | 6.4 | i
CCCCCCc1ccc(N2C[C@H](CCCCC)[C@@H](CC(=O)NCc3ccccc3)C2=O)cc1 | i | i | i | i | i | i | -4.2 | i | -2.3 | 7.6 | i
CCC(C)NC(=O)CNC(=S)N(CCCN1CCOCC1)Cc1cccs1 (configuration not stated) | i | i | i | i | i | i | -5.3 | i | 1.7 | 7.8 | i
O=C(O)c1cccc(S(=O)(=O)Nc2cccc3ccccc23)c1 | i | i | i | i | i | i | -11.7 | i | -0.6 | 5.8 | i
CCn1ncc(/C=C/C(=O)NCc2cnn(C)c2C)c1C | i | i | i | i | i | i | -7.1 | i | -0.3 | 5.2 | i
COc1cccc(C2C(C(C)=O)=C(O)C(=O)N2CCc2c[nH]c3ccccc23)c1 (configuration not stated) | i | i | i | i | i | i | -6.8 | i | 2.8 | 1.5 | i
CNC(=O)c1ccc(OC2CSC2)cc1 | i | i | i | i | i | i | -1.7 | i | 21.6 | -5.6 | i
CCCOc1ccc(-c2nnn(CC(=O)N3CCC(C)CC3)n2)cc1 | i | i | i | i | i | i | -2.8 | i | -6.4 | -2.0 | i
CCOC(=O)c1c(-c2ccco2)csc1NC(=O)CSc1nnc(N)s1 | i | i | i | i | i | i | -3.8 | i | 0.0 | 2.7 | i
CC(=O)c1ccc(N2CCN(C(=O)Cn3cnc(S(=O)(=O)N4CCCCC4)c3)CC2)cc1 | i | i | i | i | i | i | -6.6 | i | -1.4 | 8.3 | i
O=C(CNCc1cccs1)Nc1cc(S(=O)(=O)N2CCCC2)ccc1Cl | i | i | i | i | i | i | -12.0 | i | -4.1 | -3.3 | i
COc1ccc(NC(=O)CCN2CCCC(C)C2)cc1 (configuration not stated) | i | i | i | i | i | i | -4.5 | i | -1.3 | -3.3 | i
COc1ccc(/C=N\NC(=O)c2ccccc2OC)cc1COc1ccccc1C | i | i | i | i | i | i | -9.8 | i | -4.9 | 3.9 | i
Cc1ccc(Cl)cc1NC(=O)NCc1cccnc1 | i | i | i | i | i | i | -8.2 | i | -1.0 | -0.6 | i
COc1nc(-c2ccccc2)nnc1-c1ccccc1 | i | i | i | i | i | i | -5.5 | i | -2.9 | 2.4 | i
CCOCC(=O)Nc1cc(Cl)c(OC)cc1OC | i | / | i | i | i | i | -6.2 | i | / | -7.7 | i
Cc1c(Cl)cccc1NC(=O)CCCN1C(=O)CCC1=O | i | i | i | i | i | i | -10.7 | i | 3.9 | -5.1 | i
CC(=O)Nc1ccc(S(=O)(=O)N2CCN(C(=O)c3ncoc3-c3cccc(C)c3)CC2)cc1 | i | i | i | i | i | i | -1.9 | i | -1.5 | -0.4 | i
CCOC(=O)C1CCN(S(=O)(=O)c2c[nH]c(=O)[nH]c2=O)CC1 | i | i | i | i | i | i | -5.9 | / | 11.3 | -4.0 | i
Cc1cc(C)c(-c2cc(C(=O)Nc3c(C)n(C)n(-c4ccccc4)c3=O)[nH]n2)c(O)c1 | i | i | i | i | i | i | -12.2 | i | 1.5 | -2.0 | i
CC(C)[C@H](NC(=O)c1ccco1)C(=O)N(C)Cc1c(F)cccc1Cl | i | i | i | i | i | i | -5.0 | / | -1.6 | -6.2 | i
C#CC(=O)N(c1ccc(OC)c(OC)c1)C(C(=O)NC1CCCC1)c1cccs1 (configuration not stated) | i | i | i | i | i | i | -5.7 | i | -3.5 | 6.1 | i
NC(=O)C1CCN(CC(=O)Nc2ccccc2N2CCOCC2)CC1 | i | i | i | i | i | i | -3.0 | i | -0.2 | 1.3 | i
Cc1cc(Br)ccc1NC(=O)C1CSC2(C)CCC(=O)N12 (configuration not stated) | i | i | i | i | i | i | -10.6 | i | -5.4 | / | i
CC(C)C[C@@H](C(=O)NCC1CCCO1)N1C(=O)N2CCc3c([nH]c4ccccc34)[C@@]2(C)C1=O (some centres not stated) | i | i | i | i | i | i | -6.7 | i | 0.9 | -10.5 | i
O=C(Cn1c(-c2cncs2)nc2ccccc21)NC1CCCC1 | i | i | i | i | i | i | -7.2 | i | 13.5 | 6.1 | i
CC#CC(=O)N1CCC(n2nccc2NC(=O)c2ccc3c(c2)OCO3)CC1 | i | i | i | i | i | i | -4.1 | i | / | -6.4 | i
COc1ccc(C(C(=O)NC2CCCC2)N(CCO)C(=O)Cn2nnc(-c3ccc(C)o3)n2)cc1 (configuration not stated) | i | i | i | i | i | i | -5.9 | i | -5.8 | -6.0 | i
Cc1ccc(NC(=O)CCS(=O)(=O)c2cccc3nonc23)c(Br)c1 | i | i | i | i | i | i | -4.9 | i | -5.5 | -5.7 | i
COCCNc1ncnc2c1cnn2Cc1ccccc1Cl | i | i | i | i | i | i | -11.2 | i | -0.5 | -3.3 | i
Cn1nc(-c2ccccc2)c(C(=O)Nc2ccc(Cl)cc2)c1Cl | i | i | i | i | i | i | -7.5 | i | -0.2 | -1.8 | i
O=C(c1cc2c(s1)CCCC2)N1CCN(S(=O)(=O)c2ccccc2)CC1 | i | i | i | i | i | i | -7.3 | i | 9.7 | -5.4 | i
Cc1cc(NC(=O)c2ccc(F)cc2)no1 | i | i | i | i | i | i | -3.6 | i | 1.6 | 4.4 | i
COc1ccc(-c2cc(C(=O)Nc3cc(S(=O)(=O)N4CCOCC4)ccc3N3CCOCC3)c3ccccc3n2)cc1 | i | i | i | i | i | i | -5.7 | i | -5.3 | -2.4 | i

Source: PubChem BioAssay

These rows are one share of the data, so the mix of outcomes need not match the whole.
